# Source: PubChem BioAssay
# GPR55 antagonists: GPR55 antagonists blocking LPI-driven arrestin recruitment, primary screen, imaging, U2OS, beta-arrestin-GFP, LPI agonist (AID 2013). G-protein coupled receptor 55 (Homo sapiens). U2OS GPR55 beta-arrestin-GFP translocation imaging, LPI antagonism; higher % means a stronger effect. one-dose inhibition, % at 10 µM; IC50 in µM for titrated hits. hit rate 0.13% among 290,000;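 active means spots per cell inhibited over 60%, with over 100 cells counted and total cytoplasm intensity under 500,000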;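 further: U2OS cells stably carrying GPR55 and arrestin-GFP stimulated by 5 µM LPI near EC80; imaged beta-arrestin-GFP aggregate spots per cell after agonist stimulation; plate controls were LPI-stimulated DMSO wells for no effect and DMSO wells without LPI for full effect; some results filed as inactive read as strong as hits; confirmed hits need IC50 under 10 µM and bright autofluorescent wells are also inconclusive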
# NOD1 inhibition: NOD1 signaling inhibitors, primary screen, cell-based, luminescence, uHTS (AID 1578); one-dose inhibition, % at 4 µM; EC50 in µM for titrated hits; NOD1-driven NF-kB luciferase reporter cells, luminescence; higher % means a stronger effect; hit rate 1% among 290,000; in the data active means inhibition mostly above about 36%, no sharp cut-off; inactive means mostly below about 34%;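 further: HEK-293T reporter cells stimulated with the NOD1 agonist gamma-tri-DAP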
# West Nile virus CPE: West Nile virus antiviral activity, cell-based, CPE readout (AID 1621); West Nile virus-infected cells, CPE inhibition; higher % means a stronger effect; one-dose CPE inhibition, % at 10 µM; IC50 in µM for titrated hits; hit rate 0.02% among 290,000; in the data active means a potency from the dose series; further: strong numbers were not always called active
# HIV peptide binding: inhibitors of HIV fusion peptide binding, primary screen, biochemical, uHTS, fluorescence dequenching (AID 1986). hit rate 0.3% among 290,000. one-dose inhibition, % at 20 µM; IC50 in µM for titrated hits. cell-free peptide binding, fluorescence dequenching, 30 min; higher % means a stronger effect; in the data active means inhibition mostly above about 52%, no sharp cut-off; inactive means mostly below about 76%; further: some results filed as inactive read as strong as hits
# GPR55 beta-arrestin: GPR55 agonists via beta-arrestin recruitment, primary screen, imaging, U2OS cells, beta-arrestin-GFP redistribution (AID 1961); G-protein coupled receptor 55 (Homo sapiens); U2OS GPR55 beta-arrestin-GFP redistribution imaging; higher % means a stronger effect; activation, % at 10 µM; hits with a dose series show EC50 in µM; hit rate 0.048% among 290,000;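 active means activation above 40% with more than 50 cells counted in the well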;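 further: U2OS osteosarcoma cells stably expressing GPR55 and beta-arrestin-GFP; plate controls were DMSO negative control for no effect and LPI positive control for full effect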
# KOR beta-arrestin-1: KOR agonists, beta-arrestin recruitment, primary screen, cell-based, luminescence, uHTS (AID 1777); KOR beta-arrestin recruitment, luminescence; higher % means a stronger effect; one-dose activation, % at 10 µM; EC50 in µM for titrated hits; hit rate 0.02% among 280,000; in the data active means activation above about 50%, passing the limit was not always enough; further: a part of the inactive calls stands beside numbers as strong as those of hits
# KOR beta-arrestin-2: KOR antagonists, beta-arrestin recruitment, cell-based, luminescence, uHTS (AID 1778) | Kappa-type opioid receptor (Homo sapiens) | KOR beta-arrestin recruitment, luminescence, antagonist mode; higher % means a stronger effect | one-dose inhibition, % at 10 µM; IC50 in µM for titrated hits | hit rate 0.091% among 290,000; in the data active means inhibition above about 50%; further: strong numbers were not always called active
# NS5 inhibitors: Dengue-2 NS5 methyltransferase inhibitors, primary screen, biochemical, confirmation dose response (AID 588689); Genome polyprotein (Dengue virus type 2 (strain 16681-PDK53)); Dengue-2 NS5 methyltransferase capping enzyme assay, biochemical; higher % means a stronger effect; inhibition, % at 25 µM, or IC50 in µM where a hit was titrated; hit rate 0.3% among 340,000; in the data active means a potency from the dose series
# GPR35 arrestin U2OS: GPR35 antagonists blocking zaprinast-driven arrestin recruitment, primary screen, imaging, U2OS, beta-arrestin-GFP, zaprinast agonist (AID 2058) | G-protein coupled receptor 35 (Homo sapiens) | U2OS GPR35 beta-arrestin-GFP translocation imaging, zaprinast antagonism; higher % means a stronger effect | inhibition, % at 10 µM; hits with a dose series show IC50 in µM | hit rate 0.052% among 290,000;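 active means inhibition of at least 50% with at least 30 cells and total cytoplasm GFP at most 10,000,000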
# NS5 inhibitors pilot replicate: further read-out of NS5 inhibitors, marked with its call; inhibition, %; measured here: pilot screen replicate inhibition
# Starred values were filed as active, the others as inactive; nt = no result given; [ ] = remark or other dose. This is a subset; rates above refer to the full screens.
SMILES,GPR55 antagonists,NOD1 inhibition,West Nile virus CPE,HIV peptide binding,GPR55 beta-arrestin,KOR beta-arrestin-1,KOR beta-arrestin-2,NS5 inhibitors,GPR35 arrestin U2OS,others
COc1cc2c(cc1OC)CN(C(=S)Nc1ccc(C)cc1C)CC2,-5%,-6%,-0.6%,-0.3%,-0.1%,-1.1%,10%,-4%,12%,
Cc1ccc(NS(=O)(=O)c2cc(N)ccc2Cl)c(C)c1,-6%,1%,-0.3%,-1.4%,-0.3%,1.8%,3%,-9%,12%,
Cc1csc(NC(=O)Cc2c[nH]c3ccccc23)n1,12%,-23%,0.0%,0.0%,0.6%,3.4%,-12%,-7%,12%,
Cc1cc(NS(=O)(=O)c2ccc(NC(=O)CCCOc3ccccc3)cc2)no1,3%,-10%,0.1%,11%,-0.2%,-1.2%,29%,-2%,3%,
CC(C)c1ccc(OCCCN2CCCC2)cc1,6%,4%,-1.3%,3.9%,0.5%,1.3%,-9%,-5%,-18%,
Nn1c(SCC(=O)NC2CCCCC2)nnc1-c1ccc(Cl)cc1,-1%,-16%,-1.1%,-1.3%,0.2%,-3.2%,-8%,4%,7%,
CCc1ccc(NC(=O)Cn2nnc(C(=O)NCCc3ccc(OC)c(OC)c3)c2N)cc1,-13%,-14%,0.4%,1.8%,-0.2%,-1.0%,-44%,4%,-9%,
COc1cccc(C(=O)N2CCN(C(=O)COc3ccc4ccccc4c3)CC2)c1,-9%,26%,-1.4%,1.7%,-0.1%,2.4%,13%,1%,-5%,
O=C(O)CN(c1ccccc1)S(=O)(=O)c1cc(C(F)(F)F)cc(C(F)(F)F)c1,-4%,-30%,nt,3.1%,2.0%,-4.0%,-25%,5%,-11%,
CCOC(=O)C1=C(C)NC(=O)C(C#N)C1c1ccncc1 (centres undefined),-1%,-26%,0.0%,46%,-0.1%,-0.2%,-15%,-4%,-16%,
CCOCCOC(=O)c1cccc2c1-c1ccccc1C2=O,-20%,-10%,-0.3%,-2.6%,-0.1%,-12%,10%,-8%,-14%,
COc1cccc(S(=O)(=O)Nc2ccc3c(c2)OCCO3)c1,6%,2%,-0.8%,-0.5%,-0.1%,0.1%,-38%[20 µM],-10%,-1%,NS5 inhibitors pilot replicate=-0.3
CC(C)(C)Sc1ccc([N+](=O)[O-])cc1C(=O)Nc1ccncc1,9%,-6%,-0.9%,-0.5%,0.3%,4.7%,-8%,4%,-6%,
CCc1ccc(N(CC(=O)NC2CCCCC2)C(=O)CCC(=O)Nc2ccccn2)cc1,7%,-28%,-0.7%,1.9%,0.2%,-3.5%,3%,-2%,2%,
O=C(CCN1C(=O)/C(=C\c2ccccc2F)SC1=S)Nc1ccc(C(=O)O)c(O)c1,-4%,-37%,-0.1%,15µM*,-0.2%,-1.7%,1%,32µM*,3%,
CC(=O)CSc1nnc(NC(=O)CCc2ccccc2)s1,-3%,-18%,-0.3%,-0.3%,0.0%,-1.6%,17%,4%,16%,
CCOc1ccc(-c2noc(-c3ccncc3)n2)cc1OCC,-5%,-9%,-0.4%,-3.2%,0.1%,-4.0%,21%,-7%,-2%,
COc1ccccc1N1C(=O)c2cccc3c(Cl)ccc(c23)C1=O,1%,-2%,1.5%,-2.4%,-0.2%,2.0%,-3%,-3%,-2%,
CN(C)C(=O)c1cc(C(=O)c2ccccc2)c[nH]1,9%,-12%,0.1%,0.8%,0.0%,-1.2%,6%,-3%,-2%,
CCC(=O)N/N=C(\C)CC(=O)Nc1ccccc1-c1ccccc1,0%,-10%,-0.1%,-0.6%,-0.2%,5.4%,3%,-4%,-10%,
CC(C)(C)c1ccc(S(=O)(=O)NCCOCC(F)(F)C(F)F)cc1,15%,-12%,-0.1%,2.5%,-0.2%,2.8%,8%,-6%,5%,
COc1ccc(OC)c(-n2c(-c3cc(-c4ccc(F)cc4)n[nH]3)n[nH]c2=S)c1,14%,-15%,0.4%,2.0%,-0.3%,4.6%,0%,-17%,14%,
O=c1[nH]c2ccccc2nc1/C=C/c1ccc(F)cc1,20%,-36%,-0.4%,14%,1.0%,-1.4%,-32%,nt,20%,
COc1ccc(Nc2ccnc(Nc3ccc(OC)cc3)n2)cc1,10%,36%,0.1%,-4.0%,-0.2%,-2.5%,nt,2%,-4%,
COc1ccc(NC(=O)CCN2CCN(S(=O)(=O)c3ccc(Br)cc3)CC2)cc1,6%,-20%,-0.2%,2.3%,-0.2%,3.8%,-16%,-9%,-8%,
O=C(O)c1cccnc1SC1CC(=O)N(c2ccccc2)C1=O (centres undefined),4%,6%,0.3%,0.6%,0.6%,-0.2%,-1%,2%,-1%,
CC(C)c1ccc(/C=C(/C#N)c2nnc(NC(=O)c3ccccc3)s2)cc1,14%,-5%,-0.8%,8.9%,0.8%,8.5%,-15%,1%,1%,
COc1ccccc1CNC(=O)c1cccc(NC(=O)c2ccccc2)c1,0%,-46%,-0.6%,1.7%,-0.2%,-4.3%,-1%,-10%,0%,
Cc1ccc(C)c(Cn2cnc3c(oc4ccccc43)c2=O)c1,9%,-20%,-0.4%,-0.3%,-0.6%,0.9%,-12%,-2%,-5%,
CCO[C@H]1OC(C(=O)N2CCCCCCC2)=C[C@@H](c2ccc(C(F)(F)F)cc2)[C@@H]1CCCO,16%,-5%,nt,2.2%,0.1%,-6.7%,1%,2%,10%,
O=C(OCCN1CCOCC1)C(c1ccccc1)c1ccccc1,2%,4%,0.2%,-1.7%,-0.3%,-6.9%,-10%,1%,-1%,
Cc1ccc(CN2CCNC(=O)C2CC(=O)N2CCN(c3ncccn3)CC2)o1 (centres undefined),-11%,-25%,0.2%,-1.6%,0.2%,-14%,-1%[20 µM],-4%,4%,
COc1ccccc1NC(=S)Nc1cccc2cnccc12,8%,-9%,-0.3%,1.2%,-0.2%,1.6%,-3%,2%,-12%,
CC1SCC(NC(=O)c2ccc(Cl)cc2)CS1 (centres undefined),-1%,-4%,-0.7%,-1.4%,0.7%,2.9%,-19%,-8%,3%,
O=C(NC1CCCC1)C(c1ccccn1)N(C(=O)c1csnn1)C1CC1 (centres undefined),0%,-6%,-0.1%,-1.3%,-0.1%,-2.5%,1%,3%,12%,NS5 inhibitors pilot replicate=-0.1
O=C(Nn1c(-c2ccc(Br)cc2)nc2ccccc2c1=O)c1cccnc1,3%,-23%,-0.5%,-0.5%,-0.4%,-3.3%,-23%,-12%,-6%,
CCc1ccc(C(=O)CSc2nc3ccccc3c(=O)[nH]2)cc1,-14%,-32%,-0.1%,3.6%,-0.1%,4.0%,-12%,-12%,15%,
Cc1ccc(C(=O)NC2CCN(S(=O)(=O)c3ccc(F)cc3)CC2)cc1,-3%,-20%,-0.7%,0.4%,0.5%,-4.7%,4%[20 µM],3%,12%,NS5 inhibitors pilot replicate=0.9
CCN(CC)S(=O)(=O)c1ccc(C(=O)NC2=C(C(=O)OC)SCC2)cc1,32%,-9%,-1.4%,1.4%,0.3%,0.6%,-3%,-10%,11%,
CCN(CC(=O)NCc1ccc(F)cc1)CC(O)COCc1cccc(OC)c1 (centres undefined),4%,7%,-1.1%,0.4%,-0.1%,3.3%,-24%,0%,4%,
O=C(c1ccc(Cl)cc1)N1CCn2c1nc1ccccc12,11%,-33%,1.1%,2.0%,-0.1%,nt,nt,-3%,9%,
Cc1ncsc1CCOC(=O)c1ccc(N2CCOCC2)c([N+](=O)[O-])c1,-11%,-5%,-1.6%,-0.9%,0.2%,-2.8%,10%,-6%,-15%,
O=[N+]([O-])c1ccc(CSc2nc3ccccc3o2)cc1,16%,-101%,-0.1%,2.3%,0.0%,-2.8%,29%,0%,6%,
CCCNC(=O)c1nn2cc(Br)cnc2c1Br,-2%,-24%,-0.4%,2.3%,0.9%,-3.4%,6%,-5%,-6%,
N#CC1=C2N=C(N)c3ccccc3N2C2=C(C(=O)CCC2)C1c1cccc(Cl)c1 (centres undefined),8.5µM*,-23%,nt,27%,0.2%,0.4%,-10%,1%,-2%,
O=C(CN1CCN(Cc2ccccc2)CC1)Nc1nnc(C(F)(F)F)s1,-5%,16%,-0.4%,0.2%,-0.1%,2.5%,-56%[20 µM],-5%,8%,
CCC(Oc1ccccc1)C(=O)O/N=C(\N)c1ccc(OC)c(OC)c1 (centres undefined),5%,-19%,-0.2%,0.5%,0.4%,2.5%,-2%,1%,3%,
OCCC1CN(Cc2nc3ccccc3s2)CCN1C1CCCCC1 (centres undefined),-6%,-23%,-1.1%,1.7%,0.0%,3.3%,-19%,-7%,-10%,
Nc1ccccc1C(=O)N/N=C1/C2CN3CCN(C2)CC1(Cc1ccccc1)C3,3%,-31%,0.1%,-0.3%,-0.3%,-4.2%,0%,5%,-24%,
COc1ccccc1NC(=O)CSc1nnc(COc2ccc(Cl)cc2)o1,-5%,-12%,0.1%,-0.6%,-0.1%,-3.4%,29%,0%,-6%,

# (more compounds)
SMILES,GPR55 antagonists,NOD1 inhibition,West Nile virus CPE,HIV peptide binding,GPR55 beta-arrestin,KOR beta-arrestin-1,KOR beta-arrestin-2,NS5 inhibitors,GPR35 arrestin U2OS,others
CCOc1ccc(S(=O)(=O)Nc2cccc(-c3ccc(N4CCCCCC4)nn3)c2)cc1,10%,-4%,-0.1%,-0.8%,-0.1%,-2.9%,-26%,-4%,8%,
O=C(Nc1ccc(NC(=O)C2CC2)cn1)c1ccccc1,-4%,-42%,0.0%,2.4%,-0.1%,2.9%,-51%,-9%,15%,
CCN(CC)S(=O)(=O)c1ccc(NC(=O)CSc2nnc(-c3ccc(F)cc3)o2)cc1,10%,-7%,-0.7%,0.7%,0.2%,1.2%,-27%,-3%,-12%,
O=C(O)c1ccc(S(=O)(=O)N(Cc2ccccc2)Cc2ccccc2)cc1,7%,-4%,0.1%,3.3%,0.0%,-4.1%,-9%,3%,-3%,
Cc1ccc(N/C=C/C(=O)C(C)(C)C)c(O)c1,0%,5%,0.3%,-2.7%,-0.2%,1.9%,-67%,1%,-5%,
CCOC(=O)C1(Cc2ccccc2C)CCCN(C(=O)c2cc(CC)nn2C)C1 (centres undefined),0%,-4%,-0.1%,-2.3%,0.0%,nt,6%[20 µM],-5%,3%,

# Three entries out of the list, ordered by heavy-atom count, largest number first:
SMILES,GPR55 antagonists,NOD1 inhibition,West Nile virus CPE,HIV peptide binding,GPR55 beta-arrestin,KOR beta-arrestin-1,KOR beta-arrestin-2,NS5 inhibitors,GPR35 arrestin U2OS,others
COc1cccc(C(=O)N2CCN(C(=O)COc3ccc4ccccc4c3)CC2)c1,-9%,26%,-1.4%,1.7%,-0.1%,2.4%,13%,1%,-5%,
Cc1ccc(C(=O)NC2CCN(S(=O)(=O)c3ccc(F)cc3)CC2)cc1,-3%,-20%,-0.7%,0.4%,0.5%,-4.7%,4%[20 µM],3%,12%,NS5 inhibitors pilot replicate=0.9
CC(C)(C)Sc1ccc([N+](=O)[O-])cc1C(=O)Nc1ccncc1,9%,-6%,-0.9%,-0.5%,0.3%,4.7%,-8%,4%,-6%,
